Screens (PubChem BioAssay)
ELG1 genotoxic – induces genotoxicity in HEK293T cells with luciferase-tagged ELG1; HEK293T ELG1-luciferase reporter, luminescence, 16 h; Potency, µM (titrated, usually from 46 µM), for the others: at the highest dose activity change, positive = activation, most hits filed as activators; 1.3% of 330,000 active; AID 504466; further: potency means the concentration at half of the fitted maximal effect; % of control where 0% means no effect; nearly all actives have a fitted effect of over 60% in size
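Step 1: seed 2,000 HEK293T ELG1-luciferase cells per well. Step 2: add compound or DMSO, incubate 16 hr at 37 °C. Step 3: ONE-Glo, 30 min at room temperature, read luminescence.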
Eya2 phos inh – inhibitors of human Eya2 phosphatase activity | recombinant Eya2, OMFP fluorescence dephosphorylation (OMFP is methylfluorescein phosphate) | Potency, µM (highest dose often 76.9 µM), inactives show at the top dose activity, negative = inhibition, hits mostly inhibitors | 0.006% of 330,000 active; further: potency means the concentration at half of the fitted maximal effect; on the % scale 0 is the no-effect control and ±100 the full control effect
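Eya2 protein (added as 0.2 uM solution) was preincubated with compound for 10 min at ambient temperature in 50 mM HEPES pH 7.5, 50 mM NaCl, 5 uM MgCl2, 0.05% BSA, 1 mM DTT. OMFP (added at 50 uM) then reacted 10 min; fluorescence read at 485/525 nm.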
USP2a block – blocks human ubiquitin-specific protease USP2a | O75604 | USP2 core, Ub-CHOP2 coupled fluorogenic reporter, 485/531 | Potency, µM (doses to about 38.3 µM), for inactives: at the top dose activity change, negative = inhibition, most hits filed as inhibitors | 0.01% of 330,000 active | AID 463254;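 further: potency means the concentration at half of the fitted maximal effect; plate controls were DMSO wells for no effect and full inhibition by NEM control for full effect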
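USP2 core (10nM final) preincubated 30min RT with compound in 20mM Tris-HCl pH 8.0, 2mM CaCl2, 2mM beta-mercaptoethanol, 0.05% CHAPS; 25nM Ub-CHOP2 plus 25nM reporter substrate added, fluorescence (Ex485/Em531) read after 60min.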
TRPV1 ag – human TRPV1 agonism | Q8NER1 | TRPV1-expressing cells, Fluo-8 calcium influx, agonist mode | activation, % at 8.33 µM | 0.19% of 320,000 active; in the data active means activation above about 80%; inconclusive means between about 30% and that limit; further: 0% is about no effect
Target sequence (Q8NER1 whole entry, looked up): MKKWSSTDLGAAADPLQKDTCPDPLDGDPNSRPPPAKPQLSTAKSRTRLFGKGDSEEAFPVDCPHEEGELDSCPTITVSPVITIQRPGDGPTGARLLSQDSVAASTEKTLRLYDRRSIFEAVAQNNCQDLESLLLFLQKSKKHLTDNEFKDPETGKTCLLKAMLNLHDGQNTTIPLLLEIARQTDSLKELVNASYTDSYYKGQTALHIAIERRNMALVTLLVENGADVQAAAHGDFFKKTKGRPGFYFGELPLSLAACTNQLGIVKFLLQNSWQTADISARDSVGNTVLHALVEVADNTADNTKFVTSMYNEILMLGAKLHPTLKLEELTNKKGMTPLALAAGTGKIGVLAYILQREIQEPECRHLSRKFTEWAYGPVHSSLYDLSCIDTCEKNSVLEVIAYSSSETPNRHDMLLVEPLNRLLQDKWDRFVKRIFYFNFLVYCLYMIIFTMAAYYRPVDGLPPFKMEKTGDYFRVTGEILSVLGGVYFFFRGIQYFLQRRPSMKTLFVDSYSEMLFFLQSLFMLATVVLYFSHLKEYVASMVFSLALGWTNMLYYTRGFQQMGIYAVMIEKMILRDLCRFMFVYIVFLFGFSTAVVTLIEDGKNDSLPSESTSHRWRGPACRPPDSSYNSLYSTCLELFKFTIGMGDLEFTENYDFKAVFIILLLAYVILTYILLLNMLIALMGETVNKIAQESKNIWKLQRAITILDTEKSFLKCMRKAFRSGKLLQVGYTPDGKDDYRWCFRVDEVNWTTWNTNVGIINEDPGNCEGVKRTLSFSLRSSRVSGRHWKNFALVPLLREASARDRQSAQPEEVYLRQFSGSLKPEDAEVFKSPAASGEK
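Fluo-8 calcium influx in TRPV1-expressing cells, kinetic read (ex 480/em 520 nm). Compound added and read 3 min for agonist activity, followed by capsaicin at EC20 final and 2 min further read for enhancement.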
uPA surface inh – inhibitors of cell surface uPA generation; cell surface uPA generation assay, qHTS; Potency, µM (series often up to 38.3 µM), inactives show top-dose activity change, negative = inhibition, usual class: inhibitors; 0.31% of 330,000 active; AID 540303; active means well fitted inhibition curve with a large enough effect; inconclusive means small, poorly fitted or top-dose-only effect; inactive means no such curve, though single readings can be large or run the other way; tested in mouse RAW 264.7 cells; further: potency means the concentration at half of the fitted maximal effect; on the % scale 0 is the no-effect control and ±100 the full control effect; nearly all actives have a fitted effect of over 55% in size
TSG101-PTAP inh – blocks PTAP/TSG101 interaction to inhibit HIV-1 budding | Fluorescence polarization, FITC-PTAP peptide / Tsg101 binding | 340,000 tested, under 10 active | Potency, µM (top dose mostly 115 µM), without a hit: at the highest dose activity change, negative = inhibition, hits mostly inhibitors; active means well fitted inhibition curve with a large enough effect in the main read-out, with a control signal flat, not every such curve was filed as active; inconclusive means small, poorly fitted or top-dose-only effect, or effect the other way, or a change in a side signal; inactive means no such curve, though single readings can be large or run the other way; further: potency means the concentration at half of the fitted maximal effect; % of control where 0% means no effect
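Compounds were pin-transferred onto Tsg101 binding domain (10 uM final) in HEPES pH 7.5 buffer, then FITC-PTAP peptide was added at 50 nM final. After 20 min at RT, polarization reported peptide displacement across a qHTS concentration series.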
p53 reactivation – restores transcriptional activity of mutant p53; H1299 p53-A138V BP100-luciferase reporter, luminescence, 24 h; Potency, µM (top dose mostly 92.2 µM), without a hit: at the top dose activity change, positive = activation, usual class: activators; 0.063% of 320,000 active; further: potency means the concentration at half of the fitted maximal effect; % of control where 0% means no effect; nearly all actives have a fitted effect of over 45% in size
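H1299 (p53-null), stable ts p53-A138V + BP100-Luc; 1000 cells/well, Opti-MEM/10% FBS; cpd 4 pt, 1:5; 24 h, 37 deg C, 5% CO2; detection reagent 10 min RT; luminescence.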
a7 integrin act – integrin-mediated muscular dystrophy alleviation activation; alpha7betagal myoblasts, beta-gal FDG fluorescence, 48 h; Potency, µM (series often up to 38.3 µM), without a hit: at the highest dose activation, hits mostly activators; 0.064% of 350,000 active;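 further: potency means the concentration at half of the fitted maximal effect; 100% = response of the positive control SU9516; nearly all actives have a fitted effect of over 60% in size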
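alpha7betagal+/- myoblasts (passage 13, 250/well) treated 48 h at 37C with compounds at 1:260 dilution of DMSO stock. Lysed, then beta-galactosidase activity read as FDG fluorescence (ex 480/em 540) after 30 min, with pre-read for autofluorescence.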
BRCA1 expr up – increases BRCA1 expression. MCF7-BRCA1-FFLuc reporter, luminescence, 48 h; response scale: scaled: vehicle 0%, 10 µM genistein 100%. Potency, µM (highest dose often 46.1 µM), without a hit: at the top dose activation, hits mostly activators. 1.1% of 380,000 active; further: potency means the concentration at half of the fitted maximal effect; nearly all actives have a fitted effect of over 80% in size; some results filed as inactive show a strong effect at the top dose
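Using MCF7 cells harboring a BRCA1 firefly luciferase reporter, plated 2 h before compound pinning, the screen measured luminescence after 48 h incubation. Responses were normalized to DMSO and 10 microM genistein, then fitted for concentration-effect.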
S-ASM inh – human S-ASM enzyme inhibition. P17405. placental ASM, HMU-PC fluorogenic substrate, 60 min. Potency, µM (titrated, usually from 57.5 µM), without a hit: at the highest dose activity change, negative = inhibition, usual class: inhibitors. 0.006% of 340,000 active. AID 504937; further: potency means the concentration at half of the fitted maximal effect
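Steps: dispense placental human ASM, pin compound, wait 10 min at room temperature, add HMU-PC0 substrate at 9 uM final, incubate 60 min at 37 °C, add stop solution raising pH to 10, read fluorescence.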
B2AR arrestin – recruits beta-arrestin to the human beta2-adrenergic receptor; P07550; beta-arrestin recruitment to beta2AR, cell-based reporter; Potency, µM (doses to about 46.1 µM), for inactives: at the top dose activation, actives largely listed as activators; 0.02% of 330,000 active; AID 492947;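 further: potency means the concentration at half of the fitted maximal effect; 0% = DMSO controls and full agonism = EC100 isoproterenol or metaproterenol; nearly all actives have a fitted effect of over 65% in size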
An asterisk follows results filed as active; i = inactive; ? = inconclusive; · = no result given; [ ] = remark or other dose. Unless noted, the call rests on the fitted dose curve; in most records, active means well fitted curve in the direction sought with a large enough effect; inconclusive means small, poorly fitted or top-dose-only effect, or another doubt; inactive means no such curve, though single readings can be large; an effect the other way counts as inactive or inconclusive.

cpd	compound	ELG1 genotoxic	Eya2 phos inh	USP2a block	TRPV1 ag	uPA surface inh	TSG101-PTAP inh	p53 reactivation	a7 integrin act	BRCA1 expr up	S-ASM inh	B2AR arrestin
1	CSc1ccc(/C=C/C(=O)c2ccc(O)cc2)cc1	?	-8%	-1%	1	-18%	-5%	?	-34%	-5%	10%	-0.7%
2	O=C(Nc1ccc(Cl)cc1)OCc1cn(-c2ccc(Cl)cc2)nn1	3%	2%	0%	3	-1%	0%	8%	17%	24%	-5%	-0.2%
3	CC12C(=O)N(c3ccccc3C(=O)O)C(=O)C1C1C=CC2C1 (stereo not drawn)	0%	-7%	2%	7	6%	-5%	-7%	20%	2%	0%	-0.4%
4	C#CCNc1nc(CC)nc2c1nnn2Cc1ccccc1F	2%	-1%	-1%	9	-7%	-3%	0%	-16%	0%	-1%	-0.8%
5	N#C/C(=C\c1ccc(O)c([N+](=O)[O-])c1)c1nc2ccccc2s1	-9%	-6%	-1%	-2	-3%	-1%	-1%	-1%	-35%	-2%	0.0%
6	Cc1ccc(S(=O)(=O)N2CCCCC2)cc1NC(=O)COC(=O)C1CC2C=CC1C2 (stereo not drawn)	0%	2%	2%	5	-3%	0%	3%	-7%	-30%	0%	0.3%
7	COc1cccc(CNC(=O)CCc2ccc(OC)c(OC)c2)c1	-1%	1%	-3%	29	0%	-2%	2%	?	1%	-2%	0.3%
8	CCN1N=C(c2ccccc2)CCC1=O	0%	-2%	0%	9	1%	-6%	3%	-12%	8%	-1%	-0.3%
9	Fc1ccc(N2N=C(c3cccs3)CC2c2ccccc2)cc1 (stereo not drawn)	-13%	9%	2%	9	-1%	5%	2%	7%	-1%	i	-0.1%
10	Cc1ccc(-c2noc(-c3ccno3)n2)cc1	?	-28%	1%	·	-2%	-5%	18%	?	8.9µM*	0%	0.6%
11	Cc1ccc(-c2nnn(CC(=O)N(CC(=O)NC(C)C)c3cnc4ccccc4c3)n2)o1	-2%	1%	5%	0	9%	-7%	3%	-8%	-2%	7%	-0.4%
12	COc1cc2cnc(-c3ccsc3)c(-c3ccc(F)cc3)c2cc1OC	-7%	9%	3%	1	-18%	0%	-2%	16%	0%	-21%	-0.5%
13	Cc1cc(NC(=O)C(Cl)Cl)cc2c1OCO2	·	·	·	·	-7%	-1%	·	-5%	-18%	5%	·
14	CCn1c(SCC(=O)NC2CCCCC2)nnc1-c1ccccn1	2%	7%	2%	-6	-5%	-1%	-4%	19%	1%	7%	-0.2%
15	CCOc1ccc(CCNC(=O)Cc2ccc(NC3=NC4CS(=O)(=O)CC4S3)cc2)cc1 (stereo not drawn)	-4%	0%	0%	5	0%	-1%	1%	11%	-3%	2%	-0.5%
16	Cc1onc(-c2ccccc2)c1CNS(=O)(=O)c1cccc(Cl)c1	-2%	1%	-1%	·	6%	0%	-2%	-23%	-4%	-3%	-0.8%
17	Cc1cc(Nc2ccccc2F)n2nc(C)nc2n1	3%	1%	0%	-1	18%	-8%	-13%	23%	7%	-5%	-2.4%
18	COC(=O)c1c(C(=O)OC)c(-c2ccccc2)n2c1CS(=O)C2 (stereo not drawn)	5%	1%	2%	-7	1%	-1%	-1%	10%	10%	0%	-0.9%
19	CSc1nnc(C)c(/C=C/NOCc2cccc(F)c2)n1	0%	17%	0%	2	-2%	0%	-10%	2%	-42%	-1%	-0.1%
20	Cn1cc(C(=O)NCc2ccc(F)cc2)c(=O)c2cc(S(=O)(=O)N3CCCCC3)ccc21	0%	-2%	2%	15	-4%	2%	-3%	12%	-70%[inhibitor]	·	-0.3%
21	CCOC(=O)c1cc(=O)n2[nH]c(-c3ccc(C)cc3)cc2n1	?	20%	0%	-1	-1%	3%	17%	10%	13%	68%[activator]	-0.1%
22	Cc1nc(-c2ccc(F)cc2)c(CC(=O)N(C)CC(=O)Nc2ccccc2Cl)s1	6%	-6%	1%	-2	3%	-2%	16%	10%	-16%	2%	0.2%
23	CCOC(=O)c1c(NC(=O)c2c(C(=O)O)cccc2[N+](=O)[O-])sc(C)c1C	-2%	2%	0%	1	0%	-6%	5%	5%	-5%	1%	-1.0%
24	Cc1c(N2C(=O)/C(=C\c3ccc(N(C)C)cc3)N(C)C2=S)c(=O)n(-c2ccccc2)n1C	-3%	-9%	-1%	6	1%	38%[activator]	-11%	-15%	2%	-27%	-0.8%

Complete entries as entered above:
Listed for Cc1cc(NC(=O)C(Cl)Cl)cc2c1OCO2 → ELG1 genotoxic: ·; Eya2 phos inh: ·; USP2a block: ·; TRPV1 ag: ·; uPA surface inh: -7%; TSG101-PTAP inh: -1%; p53 reactivation: ·; a7 integrin act: -5%; BRCA1 expr up: -18%; S-ASM inh: 5%; B2AR arrestin: ·
Listed for Cn1cc(C(=O)NCc2ccc(F)cc2)c(=O)c2cc(S(=O)(=O)N3CCCCC3)ccc21 → ELG1 genotoxic: 0%; Eya2 phos inh: -2%; USP2a block: 2%; TRPV1 ag: 15; uPA surface inh: -4%; TSG101-PTAP inh: 2%; p53 reactivation: -3%; a7 integrin act: 12%; BRCA1 expr up: -70%[inhibitor]; S-ASM inh: ·; B2AR arrestin: -0.3%

Continuation:
cpd	compound	ELG1 genotoxic	Eya2 phos inh	USP2a block	TRPV1 ag	uPA surface inh	TSG101-PTAP inh	p53 reactivation	a7 integrin act	BRCA1 expr up	S-ASM inh	B2AR arrestin
25	CSc1nc(N)nc(SCC(=O)c2ccccc2)c1C#N	3%	-10%	1%	5	-3%	4%	-4%	1%	1%	3%	-0.6%
26	CC1=C(C(=O)OCC2CCCO2)C(c2ccsc2)C2=C(CCCC2=O)N1 (stereo not drawn)	4%	6%	8%	-2	-3%	-4%	1%	-22%	21%	291%[activator]	0.0%
27	O=C(CSc1nc2ccsc2c(=O)n1NC(=O)c1ccccc1)Nc1nccs1	7%	-3%	-5%	0	4%	·	?	18%	75%	-2%	0.1%
28	COCCn1c(SCC(=O)Nc2cc(C)on2)nnc1-c1ccccc1	0%	-3%	?	-2	-1%	1%	2%	-4%	-26%	3%	0.0%
29	C=CCSc1nccc(-c2nn(-c3ccc(C)cc3)ccc2=O)n1	1%	5%	-1%	13	-12%	-2%	-12%	-11%	-73%	0%	-0.9%
30	Cc1ccc(NC(=O)CSc2nc3ccccc3c(=O)n2Cc2cccs2)cc1	21%	-2%	6%	27	4%	-3%	?	24%	12%	0%	-0.6%
31	COCc1c(C(=O)Nc2ccc(C)c(S(=O)(=O)N3CCOCC3)c2)oc2ccccc12	·	·	·	·	-1%	-1%	·	-3%	-4%	-4%	·
32	CCC1CCCCN1C(=O)COC(=O)CSc1ccc(C(N)=O)cc1[N+](=O)[O-] (stereo not drawn)	5%	15%	2%	-1	-11%	0%	2%	0%	2%	-5%	0.0%
33	O=C1C2C3C=CC(CC3)C2C(=O)N1c1ccc(Br)cc1[N+](=O)[O-] (stereo not drawn)	-5%	-5%	3%	4	1%	-2%	12%	0%	-20%	21%	0.3%
34	O=C(O)/C=C/c1cn(Cc2ccccc2)nc1-c1ccccc1	1%	-4%	1%	-7	-3%	0%	-7%	15%	-4%	-1%	-0.8%
35	CSCCC(NS(=O)(=O)c1ccc(Cl)cc1)C(=O)OCC(=O)NC12CC3CC(CC(C3)C1)C2 (stereo not drawn)	-3%	-28%	2%	5	-1%	-6%	-3%	-8%	-10%	-6%	-1.7%
36	Cc1ccc(N(C)C(=O)n2cnc3ccccc32)cc1	-2%	4%	-1%	-3	-2%	4%	-2%	-20%	15%	-2%	0.3%
37	CCOc1ccc(NC(=S)N(Cc2ccc(Cl)cc2)Cc2ccco2)cc1	-1%	-15%	-2%	-2	-2%	-7%	0%	-44%	-32%	-9%	-0.6%
38	O=C(CSc1nnc(-c2cccnc2)o1)Oc1ccccc1	5%	-11%	1%	13	6%	-4%	4%	10%	7%	5%	0.2%
39	CC1=CCC(C(=O)O)C(C(=O)Nc2nc3ccc(S(C)(=O)=O)cc3s2)C1 (stereo not drawn)	2%	-2%	0%	0	-1%	0%	15%	12%	-9%	3%	-0.1%
40	CCc1ccc(NC(=O)CC2C(=O)N(c3cccc(OC)c3)C(=O)N2CCOC)cc1 (stereo not drawn)	0%	-20%	-1%	0	-18%	-2%	·	0%	0%	1%	-0.3%
41	CCOC(=O)N1CCC(N2Cc3cccc(C(=O)O)c3C2=O)CC1	-7%	9%	0%	-1	2%	1%	0%	-13%	-22%	4%	-0.1%
